# CHO-K1 Ca antag – nonselective inhibitor or artifact in parental CHO-K1 cells; inhibition, % at 3 µM; ATP-induced calcium, Fluo-8 fluorescence; AID 602250; 0.6% of 360,000 active;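 active = inhibition above a per-plate cutoff, the plate's mean sample inhibition plus 3 SD, cut at about 24% in these data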;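 note: 0% = DMSO plus EC80 ATP and 100% = DMSO alone without ATP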
# CHO parental Ca – counter-screen: ATP calcium response change in parental CHO cells; parental CHO-K1, ATP-induced calcium, Fluo-8 fluorescence; inhibition, % at 5.6 µM; 0.63% of 330,000 active;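 active = inhibition above that plate's mean sample inhibition plus 3 SD, cut at about 26% in these data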;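 note: 0% = ATP-challenged DMSO wells and 100% = DMSO wells without ATP; some compounds past the cut are filed as inactive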
#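 Test system: untransfected parental CHO cell line. Compound: one dose, 5.6 µM nominal. Detection: intracellular calcium via Fluo-8 no-wash fluorescent dye. Measure: % inhibition. Benchmarks: ATP-challenged DMSO wells low, unchallenged DMSO wells high.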
# OXTR potentiator – potentiates the human oxytocin receptor response. P30559. 0.061% of 320,000 active. CHO-OTR cells, Fluo-8 calcium fluorescence, potentiator mode; 0% = oxytocin EC15, 100% = EC100. activation, % at 3 µM;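 active = activation above that plate's cutoff, the mean activation of tested compounds plus 3 SD, cut at about 6.6% in these data, passing the limit was not always enough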;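 note: 100% uses oxytocin at 75 nM as the full agonist control; some results filed as inactive read as strong as hits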
#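 Measured by – Fluo-8 calcium dye fluorescence · Test system – human OTR in CHO cells · Dosing – one concentration, 3.0 µM compound · Controls – EC15 oxytocin alone as 0%, 75 nM oxytocin as 100% · Evaluation – normalized max/min fluorescence ratio, % activation · Timing – 6 min pre-incubation, 100 s read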
# TAAR1 ag – human TAAR1 agonism; Q96RJ0; activation, % at 3 µM; 0.99% of 360,000 active; AID 624467; CHO RD-HGA16 TAAR1, Fluo-8 calcium fluorescence; vehicle wells 0%, saturating PEA agonist 100%;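 active = activation above the mean activation of all test compounds in the run plus 3 SD, cut at about 38% in these data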
# Target sequence (Q96RJ0 whole entry, looked up): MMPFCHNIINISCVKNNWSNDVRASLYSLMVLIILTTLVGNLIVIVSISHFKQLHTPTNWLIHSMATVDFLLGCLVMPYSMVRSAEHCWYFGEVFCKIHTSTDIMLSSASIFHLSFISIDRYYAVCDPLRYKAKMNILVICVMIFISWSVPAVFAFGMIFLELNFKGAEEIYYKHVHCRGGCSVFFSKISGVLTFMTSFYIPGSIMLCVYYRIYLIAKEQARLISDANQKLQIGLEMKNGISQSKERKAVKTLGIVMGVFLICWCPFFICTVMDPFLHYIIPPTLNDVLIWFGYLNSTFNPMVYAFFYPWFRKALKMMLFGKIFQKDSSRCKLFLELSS
#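 Test system: RD-HGA16 (CHO) cells co-expressing Gα16 and hTAAR1 / Benchmarks: DMSO vehicle as 0%, PEA at EC100 as 100% / Repeats: no replicates (n 1) / Measure: % activation from peak over basal fluorescence ratio, DMSO-to-PEA scaled / Timing: 17-24 h plating, Fluo-8 75 min 37 °C, 30 min RT / Technique: kinetic Fluo-8 calcium fluorescence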
# M1 ag – activates human CHRM1 receptor; activation, % at 3 µM; P11229; CHO-K1 hM1, Fluo-8 calcium fluorescence, agonist mode; 0% DMSO, 100% acetylcholine EC100; 0.33% of 360,000 active; AID 588814;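 active = activation above the run's mean compound activation plus 3 SD, cut at about 16% in these data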;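 note: peak over basal fluorescence ratio within a 140 s kinetic read after compound addition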
# Target sequence (P11229 whole entry, looked up): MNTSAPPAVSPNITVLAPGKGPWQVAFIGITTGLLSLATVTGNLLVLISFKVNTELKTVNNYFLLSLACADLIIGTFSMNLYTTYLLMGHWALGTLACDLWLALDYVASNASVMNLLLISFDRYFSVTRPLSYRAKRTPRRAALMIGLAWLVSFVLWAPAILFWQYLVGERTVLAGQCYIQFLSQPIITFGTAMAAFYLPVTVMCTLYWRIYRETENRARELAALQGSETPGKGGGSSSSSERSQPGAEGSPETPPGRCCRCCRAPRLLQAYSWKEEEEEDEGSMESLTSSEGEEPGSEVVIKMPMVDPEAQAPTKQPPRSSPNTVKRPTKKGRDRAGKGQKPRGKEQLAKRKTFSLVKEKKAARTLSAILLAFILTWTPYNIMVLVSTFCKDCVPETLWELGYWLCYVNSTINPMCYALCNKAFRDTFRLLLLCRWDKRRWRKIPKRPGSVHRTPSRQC
# V1R ag counter – counter-screen for oxytocin receptor agonists: human V1a receptor agonists | P37288 | CHO-V1R cells, Fluo-8 calcium fluorescence, agonist mode; 0% DMSO, 100% 3 nM vasopressin | activation, % at 3 µM | 0.25% of 320,000 active | AID 2797;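 active = activation above the mean activation of all tested compounds plus 3 SD, per screening run, cut at about 20% in these data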;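 note: signal is peak over basal fluorescence ratio across a 100 second FLIPR read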
# M1 PAM parental – M1 PAM counterscreen hit in parental CHO-K1 cells; ATP EC20, Fluo-8 calcium fluorescence; 0% at ATP EC20, 100% at ATP max; activation, % at 3 µM; 0.02% of 360,000 active;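 active = activation above the run cutoff, the mean activation of all test compounds plus 3 SD, cut at about 40% in these data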;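 note: peak over basal fluorescence ratio in a 140 s read after ATP addition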
# CHO-K1 Ca ag – nonselective activator or artifact in parental CHO-K1 cells; Fluo-8 calcium fluorescence; scaled to maximal ATP response, vehicle zero; activation, % at 3 µM; 0.48% of 360,000 active; in the data active = activation above about 15%;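 note: untransfected CHO-K1 host cells lacking M1 receptor as counterscreen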
# TAAR1 antagonist – human TAAR1 antagonism; Q96RJ0; CHO RD-HGA16 TAAR1, Fluo-8 calcium fluorescence, antagonist; inhibition, % at 3 µM; 1.5% of 360,000 active; AID 624466;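 active = inhibition above a per-plate cutoff, the mean inhibition of test compounds on that plate plus 3 SD, cut at about 49% in these data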;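 note: 0% = DMSO plus EC80 beta-PEA response and 100% = DMSO alone without agonist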
#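 Material: CHO RD-HGA16 cells bearing hTAAR1; compound dosing: one-point dosing, 3 µM nominal final; schedule: dye loading 75 min at 37 °C, then 30 min room temperature; measured by: calcium fluorescence with Fluo-8; control set: vehicle and agonist controls; replication: n of 1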
# Starred values were filed as active, the others as inactive; x = no result given.
SMILES,CHO-K1 Ca antag,CHO parental Ca,OXTR potentiator,TAAR1 ag,M1 ag,V1R ag counter,M1 PAM parental,CHO-K1 Ca ag,TAAR1 antagonist
COCCCN(C(=S)Nc1cc(Cl)cc(Cl)c1)C(C)c1ccncc1 (configuration not stated),3,-25,-1,8,-2,1.4,10,6.8,18
O=C(NCc1ccncc1)C(=O)NCC(c1ccco1)N1CCN(c2ccccc2)CC1 (configuration not stated),0,-18,-4,10,-2,-0.3,5,1.9,-20
CCOC(=O)N1CCN(C(=O)CCc2ccc(S(=O)(=O)NC(C)(C)C)cc2)CC1,-12,x,x,0,-5,x,21,2.4,-14
CC1CCCN(CCCNS(=O)(=O)c2ccc3c(c2)CCN3C(=O)C2CC2)C1 (configuration not stated),-10,-4,-10,1,-6,-1.0,-7,0.2,-11
CCc1ccc(CNC(=O)C(=O)NCC2CCCO2)cc1 (configuration not stated),-9,7,-3,0,-6,-0.5,8,4.4,-16
O=C(Nc1ccccc1C(=O)OCc1nnc(-c2ccccc2)o1)c1ccco1,24,-30,-11,16,-3,0.2,-6,0.0,13
COc1ccc(C)cc1S(=O)(=O)n1ccnc1C,-32,-3,-15,1,-5,0.5,25,1.6,11
COc1ccc(-c2cc(C(=O)Nc3cccc(C(C)=O)c3)no2)cc1,-34,-16,-9,6,0,-0.6,-6,1.3,-2
CC(C)Sc1nnc(-c2c[nH]c3ccccc23)n1C,-6,-13,-3,0,-3,-0.8,9,0.1,-25
COc1cccc(-c2csc(NC(=O)Nc3ccccc3)n2)c1,1,32*,-22,9,-1,11,-16,13,35
CCC(Sc1nc2ccsc2c(=O)n1-c1ccc(Cl)c(C)c1)C(=O)NCc1ccco1 (configuration not stated),-4,-26,-10,-2,-5,-0.1,1,1.3,8
COc1cccc(-n2c(SCC(=O)Nc3cc(C)on3)nc3ccccc3c2=O)c1,-29,-19,3,5,-5,-0.5,10,-0.3,-1
COc1ccc(NC(=O)Nc2cccc3c2O[C@H](CN(C)C(=O)Nc2ccc(OC)cc2)[C@@H](C)CN([C@H](C)CO)C3=O)cc1,-8,-6,-4,17,-1,0.6,11,3.0,56*
CCOC(=O)C1(CCCc2ccccc2)CCN(C(=O)c2ocnc2C)CC1,-1,0,-10,5,-8,4.3,15,2.1,3
CC1(C)CC(=O)C2=C(C1)OC(N)=C(C#N)C2c1ccoc1 (configuration not stated),-19,-10,-2,3,-4,-0.6,16,1.1,17
O=C(O)COc1ccc(/C=N/NC(=O)C(O)(c2ccccc2)c2ccccc2)cc1,-13,17,-9,0,0,-0.2,4,0.5,-3
O=C(NCc1ccc2c(c1)OCO2)c1cc(-c2ccccc2Cl)on1,-2,-8,-7,22,-3,3.3,12,0.8,5
CCn1cc(C(=O)N2CC(C)CC(C)C2)c(=O)c2cc(S(=O)(=O)N(C)C)ccc21 (configuration not stated),-7,-3,2,2,-5,0.6,6,0.5,13
Cc1ccc(NC(=O)COC(=O)C2CC2)c(Br)c1,-7,-19,1,-4,-4,0.7,17,-0.4,-5
COc1ccc(-c2coc3c(C(=O)NCc4ccccc4)cccc23)c(C)c1,-15,x,x,1,-2,x,17,5.4,33
C=CCn1c(=S)[nH]c2ccccc2c1=O,3,6,-3,3,-3,-0.8,-1,0.0,5
Cc1nn(CC(=O)Nc2sc3c(c2C#N)CCC(C(C)(C)C)C3)c(C)c1[N+](=O)[O-] (configuration not stated),-13,-4,-10,5,-3,1.6,21,0.5,-2
CCOc1ccc(N2C(=O)CC(C(C)c3ccccc3)C2=O)cc1 (configuration not stated),-5,-20,1,2,-3,-0.3,10,0.6,-18
COc1ccc(-c2nc3c(c(SCC(=O)Nc4cccc(O)c4)n2)Cc2c(CO)cnc(C)c2O3)cc1,-6,-10,-20,1,-4,2.6,9,0.4,21
CCOC(=O)CN1CCC(c2cc(-c3ccc(Cl)cc3)n[nH]2)CC1,-11,15,-23,4,1,12,-2,12,12
# Going on with the list:
SMILES,CHO-K1 Ca antag,CHO parental Ca,OXTR potentiator,TAAR1 ag,M1 ag,V1R ag counter,M1 PAM parental,CHO-K1 Ca ag,TAAR1 antagonist
Cn1c(=O)c2c(ncn2CC(=O)N/N=C/C(Cl)=C/c2ccccc2)n(C)c1=O,-7,-7,-3,6,-3,4.3,14,0.8,10
CC1CN(CCC(=O)Nc2ccc3c(c2)CCC3)CC(C)O1 (configuration not stated),-13,-15,-5,0,-8,-0.4,-5,0.0,-14
CC(=O)c1ccc(S(=O)(=O)N2CCN(c3ccccc3F)CC2)cc1,-10,7,-6,3,-3,8.3,-4,5.6,-11
O=C(C1=NN[C@@H]2C(=O)N(c3cccc(C(F)(F)F)c3)C(=O)[C@H]12)c1cnccn1,2,3,1,5,-2,0.9,20,-0.2,-24
COc1ccc(C/C(N)=N/n2cnnc2)cc1,-16,-3,2,5,-2,0.5,7,-0.2,-3
CCOC(=O)c1sc(N)c(C#N)c1CSc1nc2ccc(C)cc2[nH]1,-24,-42,0,10,-4,-1.5,15,-0.2,3
COc1ccc(OC)c(-n2nnnc2SCC(=O)Nc2ccccc2N2CCOCC2)c1,10,-23,-5,11,-4,-0.7,-5,2.6,4
Cc1cccc(C)c1OCc1cc(C(=O)N2CCN(c3ccccn3)CC2)no1,-11,-12,-9,-1,-13,2.6,5,2.1,6
CCn1cnc2c1c(=O)n(Cc1csc(-c3ccccc3)n1)c(=O)n2Cc1ccccc1,-4,-29,4,8,-2,1.7,-2,0.1,19
COC(=O)Cn1c2ccccc2c(=O)n1C(C)CBr (configuration not stated),-19,x,x,0,x,x,15,2.2,-1
COc1ccc(CC(=O)Nc2cccc(SC)c2)cc1,-6,-7,-8,2,-3,-1.1,12,1.3,-4
CCc1cccc(CC)c1NC(=S)NCc1ccc2c(c1)OCO2,-4,-20,-1,3,-8,-0.2,11,-0.2,16
Cc1nnn(C23CC4CC(CC(CC(=O)Nc5ccc(C)c(Cl)c5)(C4)C2)C3)n1,-10,-23,-9,27,-4,4.5,18,5.1,8
O=C1CCCN1CCCNS(=O)(=O)c1ccccc1,-8,-4,-5,0,-2,0.3,0,0.8,-17
COc1ccc(/C=N/NC(=O)C(C)N(c2ccc(OC)cc2)S(C)(=O)=O)cc1 (configuration not stated),9,-9,-2,0,-4,0.2,0,0.4,-3
CCOC(=O)c1cc(-c2ccccc2)sc1NC(=O)COC,-11,-20,-2,3,-1,-0.2,11,0.0,-28
O=C(COc1ccc2ccc(=O)oc2c1)Nc1cc([N+](=O)[O-])ccc1F,-4,-9,5,3,-2,-0.2,6,0.0,-29
CC1=C(C(=O)OC2CCCCC2)C(c2cccnc2)n2nnnc2N1 (configuration not stated),0,-4,-10,5,-5,-0.1,-4,0.4,-5
CSc1cccc(NC(=O)C2C3C=CC4(O3)C2C(=O)N(CCN2CCOCC2)C4C(=O)NC2CCCCC2)c1 (configuration not stated),9,-8,-8,2,-4,-0.3,-2,0.3,8
Cc1ccc(NC(=O)CCc2c(C)nn(-c3ccc(N4CCCCC4)nn3)c2C)cc1C,11,-23,-9,3,-5,1.8,-24,7.8,-11
COc1ccc(OC)c(NC(=O)CNC(=O)Cn2ccc3ccccc3c2=O)c1,0,-11,-5,-1,-2,0.1,16,-0.1,-18
O=C(c1cccc(S(=O)(=O)Nc2ccc(F)cc2)c1)N1CCCC1,-14,-22,-1,1,0,0.9,-13,0.9,12
Clc1ccc(C=NNc2ccccn2)c(Cl)c1,-4,x,x,1,-2,x,7,0.1,9
O=C(CCc1nnc2ccc(NCc3ccc(F)cc3)nn12)NC1CCCC1,-7,-11,-19,2,-4,-0.8,10,0.2,-27
CN1CCN(C2=Cc3ccccc3Sc3cc(F)c(F)cc32)CC1,-4,-4,-2,37,-6,3.0,20,1.9,-5
# (cont.)
SMILES,CHO-K1 Ca antag,CHO parental Ca,OXTR potentiator,TAAR1 ag,M1 ag,V1R ag counter,M1 PAM parental,CHO-K1 Ca ag,TAAR1 antagonist
CC(=O)Nc1ccc(NC(=O)C/C(C)=N/NC(=O)C(=O)N2CCCC2)cc1,-13,-3,-14,5,2,0.0,12,0.0,-9
Cc1cccc(NS(=O)(=O)c2ccc(C)c(C(=O)OCC(=O)Nc3cc(C)on3)c2)c1,4,-28,-17,22,-1,2.8,12,1.8,17
CC(=O)CCc1oc2ccc(C)cc2c1Cc1ccccc1,-1,-18,-14,4,2,-0.4,8,-0.2,5
CCNC(=O)C(=O)N1CCC2(CC1)OCCN2S(=O)(=O)c1ccc(C)cc1,-8,14,-6,1,0,0.2,15,1.4,-36
C=C(C)c1cccc(C(C)(C)NC(=O)N2CCC(C(N)=O)CC2)c1,-3,0,5,0,-5,0.0,1,0.2,-15
CC(C)(c1ccccc1)c1ccc(OCCCNCCO)cc1,0,8,-13,53*,5,2.3,17,5.8,0
O=C(N/N=C/c1sc2ccccc2c1O)c1cccc2ccccc12,-6,-4,-4,8,4,2.6,15,6.9,27
CCC(C)c1c(N)n(S(=O)(=O)c2ccc(C)cc2)oc1=O (configuration not stated),-15,x,x,5,4,x,10,2.0,2
CC(=O)OC1CCC2(C)C3CCC4(C)C(C(C)=O)CCC4C3CC3OC32C1 (configuration not stated),-14,x,x,-1,-3,x,10,1.2,-4
Cn1nccc1NC(=O)Nc1ccc(Cl)cc1,-4,4,-1,14,4,6.8,1,2.4,9
C=CCn1c(SCc2c(C)noc2C)nc2ccccc2c1=O,-13,-13,-7,5,-6,-1.5,12,1.0,13
COc1ccc(Cn2c(O)cc(=O)[nH]c2=O)cc1,-4,-5,-4,7,-2,0.9,13,0.3,-27
NC(=S)NN=C(Cc1ccccc1)Cc1ccccc1,-14,-14,-13,-1,-8,-0.5,17,0.1,-12
COC(C[C@@H](O)[C@H](C)[C@H](O)COCc1ccccc1)OC,-16,x,x,3,-2,x,10,0.0,-12
O=C(O)COc1ccc(/C=N/NC(=O)c2cccc3ccccc23)cc1,-8,-2,-8,3,-2,-0.3,0,0.0,-7

# Five entries already listed, ordered by heavy-atom count, highest first:
SMILES,CHO-K1 Ca antag,CHO parental Ca,OXTR potentiator,TAAR1 ag,M1 ag,V1R ag counter,M1 PAM parental,CHO-K1 Ca ag,TAAR1 antagonist
CC(=O)Nc1ccc(NC(=O)C/C(C)=N/NC(=O)C(=O)N2CCCC2)cc1,-13,-3,-14,5,2,0.0,12,0.0,-9
O=C(N/N=C/c1sc2ccccc2c1O)c1cccc2ccccc12,-6,-4,-4,8,4,2.6,15,6.9,27
CC(C)(c1ccccc1)c1ccc(OCCCNCCO)cc1,0,8,-13,53*,5,2.3,17,5.8,0
CCC(C)c1c(N)n(S(=O)(=O)c2ccc(C)cc2)oc1=O (configuration not stated),-15,x,x,5,4,x,10,2.0,2
Cn1nccc1NC(=O)Nc1ccc(Cl)cc1,-4,4,-1,14,4,6.8,1,2.4,9
